# SIAE inh – inhibitors of human sialic acid acetylesterase SIAE; SIAE FP-Rh probe binding, fluorescence polarization; inhibition, % at 9.66 µM; 0.69% of 370,000 active;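 active means inhibition above a cutoff: mean of compounds within the control limits plus 3 SD of those, cut at about 17% in these data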;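 further: 0% = plate median of compound wells and 100% = probe without SIAE protein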
# Target sequence (Q9HAT2 whole entry, looked up): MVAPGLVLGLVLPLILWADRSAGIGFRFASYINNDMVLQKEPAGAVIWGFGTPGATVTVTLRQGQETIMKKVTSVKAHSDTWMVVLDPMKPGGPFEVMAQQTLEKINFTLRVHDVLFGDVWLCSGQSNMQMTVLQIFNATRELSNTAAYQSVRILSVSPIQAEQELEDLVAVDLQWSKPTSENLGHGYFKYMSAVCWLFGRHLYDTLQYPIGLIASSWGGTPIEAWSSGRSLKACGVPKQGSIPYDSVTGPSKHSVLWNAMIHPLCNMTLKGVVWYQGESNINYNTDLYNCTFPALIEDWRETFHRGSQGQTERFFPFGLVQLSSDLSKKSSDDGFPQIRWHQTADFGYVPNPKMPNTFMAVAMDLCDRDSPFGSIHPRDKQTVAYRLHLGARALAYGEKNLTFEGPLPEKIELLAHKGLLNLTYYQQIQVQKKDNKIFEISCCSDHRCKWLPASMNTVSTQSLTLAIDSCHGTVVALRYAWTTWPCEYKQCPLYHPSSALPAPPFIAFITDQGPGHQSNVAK
# PRMT1 FP inh – inhibitors of human PRMT1; inhibition, % at 2.79 µM; Q99873; 1.3% of 370,000 active; recombinant PRMT1, activity-based probe fluorescence polarization;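 active means inhibition above about 21% made by adding two undisclosed values, limit read from the data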
# TCR CD3 inh – human TCR-CD3 binding inhibition; 0.37% of 360,000 active; TAMRA-labeled TCR probe fluorescence, biochemical; inhibition, % at 9.4 µM; in the data active means inhibition above about 19%;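 further: recombinant mutant TCR 2C K166C tagged with TAMRA read by polarization; 0% = receptor in buffer alone and 100% = receptor with positive control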
# TDP2 inh – TDP2 (human) inhibition, absorbance primary screen | recombinant TDP2, T5PNP hydrolysis, p-nitrophenol absorbance 415 nm | inhibition, % at 12.8 µM | 0.34% of 370,000 active | AID 720702;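 active means inhibition above the mean of all tested compounds plus 3 SD, set per campaign, cut at about 25% in these data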;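 further: 0% = DMSO with enzyme and 100% = buffer with substrate but no TDP2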
#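 Evaluation: % inhibition relative to enzyme-containing and enzyme-free wells. Material: recombinant human TDP2. Benchmarks: enzyme-free and DMSO wells. Timing: enzyme reaction with compound for 2 h at 37 °C. Compound dosing: 12.8 µM only. Measured by: p-Nitrophenol epi absorbance. Reagent: T5PNP substrate at 5 mM, a TopII-DNA adduct mimic. Replication: single well per compound.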
# mABHD4 FP – inhibits mouse alpha/beta hydrolase domain 4 | Q8VD66 | purified mABHD4, FP-Rh probe fluorescence polarization | inhibition, % at 8.92 µM | 0.54% of 370,000 active | AID 720543;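 active means inhibition exceeding the mean over every tested compound plus 3 SD, cut at about 30% in these data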;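 further: 0% = plate median of compound wells and 100% = S159A mutant with DMSO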
#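 Test system: mABHD4 protein | Buffer or medium: HEPES pH 7.0 buffer, 150 mM NaCl, 0.01% Pluronic F-127 | Probe or stimulus: FP-Rh fluorescent activity-based probe, added after compound pre-incubation | Timing: Pre-incubation 45 min, probe exposure 60 min, at 25 °C | Technique: Fluorescence polarization, excitation 525 nm, emission 598 nm, BODIPY TMR filters | Repeats: Single well per compound (singlicate)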
# UHRF1 binding – UHRF1 methyl-DNA binding inhibition | Q96T88 | UHRF1 binding to methylated oligo, TR-FRET | inhibition, % at 4.4 µM | 0.75% of 370,000 active | AID 687016; in the data active means inhibition above about 21%;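 further: UHRF1 SRA domain binding a hemimethylated CpG hairpin DNA probe; 0% = median of test compound wells and 100% = reference inhibitor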
# Tn7 DDE FP – disrupts Tn7 cyclic peptide binding to fibrin D-Dimer-E complex. FP displacement of FITC-Tn7 peptide from fibrin DD(E); 0% = median of compound wells per plate. inhibition, % at 8.3 µM. 0.13% of 370,000 active. AID 720508. P02675;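 active means inhibition above the mean of compounds falling within the control limits plus 3 SD of them, cut at about 14% in these data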;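 further: 0% = plate median of compound wells and 100% = 10 µM Aha-Tn7 peptide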
#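 assay system = human clot-derived fibrin DD(E) complex | quantity = Fibrin-DD(E) at 2 µM final | timing = 10 min preincubation, 3 h with tracer, room temperature | signal = fluorescence polarization | measure = percent inhibition | benchmarks = high control wells with 10 µM unlabelled Aha-Tn7 peptide (full inhibition) | replicates = singlicate testing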
# PG9 binder – small molecules binding HIV-1 gp120 antibody PG9. 0.43% of 360,000 active. AID 624416. TR-FRET gp120-PG9 antibody binding. inhibition, % at 6.7 µM; in the data active means inhibition above about 8.5%
# HTRA1 inh – HTRA1 (human) protease inhibition | Q92743 | recombinant HTRA1, FP-rhodamine activity-based probe, fluorescence polarization | inhibition, % at 5.96 µM | 0.5% of 340,000 active | AID 504803; in the data active means inhibition above about 36%;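 further: 0% = enzyme with DMSO and 100% = wells lacking enzyme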
# Target sequence (Q92743 whole entry, looked up): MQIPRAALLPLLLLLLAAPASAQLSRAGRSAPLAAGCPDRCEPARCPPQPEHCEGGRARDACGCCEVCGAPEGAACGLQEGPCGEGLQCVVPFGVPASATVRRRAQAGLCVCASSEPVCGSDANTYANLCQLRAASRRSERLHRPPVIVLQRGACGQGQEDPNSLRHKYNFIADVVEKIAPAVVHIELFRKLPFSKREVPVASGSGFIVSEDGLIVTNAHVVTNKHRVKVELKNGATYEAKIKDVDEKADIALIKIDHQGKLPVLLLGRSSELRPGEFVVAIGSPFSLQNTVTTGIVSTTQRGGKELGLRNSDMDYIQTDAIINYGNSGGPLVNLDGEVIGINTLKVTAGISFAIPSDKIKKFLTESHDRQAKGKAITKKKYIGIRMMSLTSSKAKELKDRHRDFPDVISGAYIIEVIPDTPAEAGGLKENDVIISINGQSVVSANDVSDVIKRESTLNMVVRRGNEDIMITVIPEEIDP
# LEDGF integ inh – blocks HIV-1 LEDGF/p75-dependent DNA integration; inhibition, % at 3.7 µM; 0.64% of 370,000 active; TR-FRET IN-LEDGF/p75 DNA integration, Eu/Cy5;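 active means inhibition above the screen-wide mean plus 3 SD, cut at about 13% in these data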;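 further: signal is the Cy5 over europium emission ratio at 671 and 618 nm; 0% = plate median of compound wells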
# Starred values were filed as active, the others as inactive; x = not tested or not shown. Random draw from the library; 4.2% or so of the library scored in one or more.
SMILES,SIAE inh,PRMT1 FP inh,TCR CD3 inh,TDP2 inh,mABHD4 FP,UHRF1 binding,Tn7 DDE FP,PG9 binder,HTRA1 inh,LEDGF integ inh
CCC(C)NC(=O)c1cn(CC)c2ccc(S(=O)(=O)N(C)C)cc2c1=O (stereo not given),4.0,-4.7,1.7,3.9,-2.6,0.1,-1.9,0.2,3.1,2.5
CCC(C)NC(=O)c1c(C)cc(=O)oc1C (stereo not given),-3.2,0.1,2.6,8.4,-3.2,5.2,3.5,0.0,-2.1,-2.4
O=C(NNC(=O)c1ccccc1OCc1ccc(F)cc1)c1ccncc1,6.6,0.1,-0.9,2.1,1.9,0.3,-2.2,0.5,-0.1,3.9
NC(=O)[C@@H]1CCCN1Cc1nc(Cc2cccc(C(F)(F)F)c2)no1,-1.5,0.3,1.2,-6.2,-2.6,3.9,0.4,-0.4,1.6,1.5
COc1ccccc1CCC(=O)Nc1ccc2c(c1)c(=O)n(C)n2Cc1ccc(F)cc1,0.2,-2.0,8.8,-8.9,2.9,-1.0,-5.7,-0.6,x,2.8
CCCCNC(=S)N(CCO)Cc1cc2cc3c(cc2[nH]c1=O)OCCO3,-3.1,43.9*,-1.7,-10.4,-3.7,-6.5,-0.6,0.0,2.3,4.8
OCC1CCCN(c2ncnc3scc(-c4ccccc4)c23)C1 (stereo not given),-4.0,-1.6,-3.4,-8.5,1.0,0.4,-9.2,-2.7,-15.1,1.3
Cc1cccc(N(C)C(=O)c2cc3cc4ccc(C)cc4nc3o2)c1,2.9,1.7,0.3,1.7,0.1,-0.4,0.2,0.6,-4.6,0.2
O=c1oc2ccccc2c2[nH]ccc12,-2.1,1.2,-1.1,-11.1,6.3,1.9,-6.4,-1.0,-6.3,-2.2
COc1ccc(CCN=C(NS(=O)(=O)c2ccccc2)c2ccccc2)cc1OC,-5.4,6.8,-11.6,-18.1,-8.1,4.7,-7.0,1.1,0.4,1.8
COc1ccc2c(c1)oc(=O)c1c3ccccc3[nH]c21,-21.4,-1.3,-2.1,0.4,-1.7,-3.8,-0.6,13.2*,-20.5,4.4
CCN(CC)S(=O)(=O)c1ccc(Cl)c(C(=O)Nc2cc(C)nn2-c2ccccc2)c1,-0.9,-2.3,2.2,0.3,0.1,65.3*,-7.0,-1.2,1.7,2.6
COc1ccc(-c2cc(C(=O)N3CCCCCC3)no2)cc1,12.4,-6.3,-1.5,-3.9,-5.6,1.4,-1.9,-1.4,4.8,4.3
c1ccc([C@H]2CC3C[C@@H](c4ccccc4)N2O3)cc1,0.6,4.8,-5.5,-8.8,-12.4,6.7,1.7,2.9,2.6,-3.2
O=C(Cc1cccc(NC(=O)C2CCCN(C(=O)C3CCCCC3)C2)c1)Nc1cccc(C(=O)N2CCCCC2)c1 (stereo not given),-3.3,1.1,3.4,-11.4,-3.0,3.0,-2.9,-1.1,-5.9,1.2
CC(C)(C)C(=O)Nc1ccc(/C=C/C(=O)c2ccco2)cc1,-6.4,-0.1,-2.9,15.6,2.4,-4.2,-2.2,-2.0,-0.9,34.1*
COc1ccc(NC(=S)N(CCN(C)C)C(C)c2ccco2)cc1Cl (stereo not given),2.2,11.0,-0.5,-1.0,4.2,0.4,7.6,0.3,3.5,-6.3
CC1(C)C([N+](=O)[O-])C(c2ccc(Cl)cc2)NC(c2ccc(Cl)cc2)C1[N+](=O)[O-] (stereo not given),-16.5,-4.0,0.1,7.0,-2.0,-3.2,8.1,1.2,-3.1,0.6
COc1ccc(Cl)cc1-c1cc(C(=O)Nc2cc(OC)c(OC)c(OC)c2)[nH]n1,-8.2,-1.3,3.6,-2.2,-5.3,-1.7,9.6,-0.1,x,0.2
Cc1cccc(-c2noc(CCCC(=O)NC3CCCCC3)n2)c1,2.6,1.1,1.5,-6.3,6.7,8.4,2.5,0.1,2.8,-3.0
CC1(c2ccc3ccccc3c2)NC(=O)NC1=O (stereo not given),-3.5,-0.1,-3.7,-13.1,-7.1,-1.1,-1.0,-3.5,0.5,1.0
COc1ccc(Cc2nc3ccc(C(=O)NCCSC)cc3o2)cc1,-11.3,1.3,-1.7,-6.5,2.6,-0.2,4.9,-0.3,-5.7,-0.6
COC(=O)c1cc2sc(Cl)cc2n1CC(=O)NCC1CCCO1 (stereo not given),7.8,-0.1,4.1,-3.7,1.4,-0.6,2.0,0.8,12.8,-0.8
O=C(Nc1sc2c(c1C(=O)NCC1CCCO1)CCCC2)c1cccs1 (stereo not given),-5.8,-2.3,1.6,2.8,7.4,-2.9,-0.1,2.5,-17.3,-2.0
Cc1cc(NC(=O)CSc2nc3c(cc2C#N)CCCCC3)no1,0.0,-0.9,2.3,0.0,4.8,-0.7,-0.8,-0.9,3.7,-2.5
Cc1c(C(=O)NC(=S)Nc2ccc3c4c(cccc24)CC3)cccc1[N+](=O)[O-],-1.6,2.4,6.1,-13.3,-7.6,0.5,0.2,-1.4,-9.0,3.0
Cc1coc2c(C)c3oc(=O)c(CCC(=O)N[C@@H](C)C(=O)N[C@@H](Cc4ccccc4)C(=O)O)c(C)c3cc12,-2.6,1.5,12.6,-2.9,-0.5,-0.1,3.4,2.1,-18.5,-0.1
Cc1ccc(CNc2oc(-c3ccco3)nc2C#N)cc1,5.2,-1.9,-0.6,5.2,7.4,8.3,-0.2,-1.8,-8.2,4.5
CCOC(=O)C1=C(C)C(c2ccc(OC)cc2)NC(=O)N1 (stereo not given),-3.8,4.0,-3.5,4.5,2.0,-0.8,-2.0,2.1,1.1,-0.7
CCn1c(SCC(=O)OC(C)C)nnc1-c1ccccc1,-2.1,-3.6,4.2,10.9,5.1,-1.5,-1.6,-0.1,x,-1.0
O=C(CN1CCOCC1)N1CCN(S(=O)(=O)c2ccccc2)C1c1ccccc1 (stereo not given),1.5,0.3,-0.8,3.2,3.6,0.8,2.1,2.4,1.7,-4.7
O=C(CCn1cnc2ccccc21)N/N=C/C=C/c1ccccc1,-1.2,2.7,4.4,4.9,-4.8,1.4,2.7,-2.9,x,-3.1
O=C(Nc1ccccc1)N1CCN(C2c3ccccc3-c3ccccc32)CC1,3.8,3.1,-9.4,6.5,-0.6,-0.6,1.3,0.8,-8.8,-3.3
COc1cc2c(cc1OC)C(C(=O)NCc1cccnc1)C(c1cccnc1)N(C)C2=O (stereo not given),-0.1,0.5,2.2,5.9,0.9,-0.2,-0.8,1.0,5.6,-3.8
Cc1nnc(N/N=C/c2ccco2)n1N,3.9,1.6,1.7,68.9*,-0.9,4.0,0.6,-1.2,8.1,42.8*
CCN1CCCC1CNC(=O)c1cc([N+](=O)[O-])c(N(C)C)cc1OC (stereo not given),-1.8,0.7,2.2,3.5,3.3,-4.0,1.5,1.1,2.3,1.9
O=C(c1ccco1)N1CCCN(Cc2nc(Cc3ccccc3)no2)CC1,7.9,-0.8,3.4,8.4,-2.7,-1.0,-4.0,-2.4,-3.7,1.0
COc1ccc(OC)c(N(CC(=O)N2CCCCC2)S(=O)(=O)c2ccc(OC)c(OC)c2)c1,-2.7,5.4,-13.0,-10.9,-7.7,0.4,7.5,0.8,-1.5,2.3
CC(C)CN(C(=O)COC(=O)c1ccc2c(c1)OCO2)c1c(N)n(Cc2ccccc2)c(=O)[nH]c1=O,2.3,-1.3,-6.5,12.3,-1.3,-4.1,-4.8,1.6,5.1,0.2
O=C(C(NS(=O)(=O)c1cccs1)c1ccccc1)N1CCN(c2ccccc2F)CC1 (stereo not given),-2.5,-2.5,-1.0,-6.2,2.1,-1.8,-0.2,-2.1,-21.6,-1.2
CC1CC(C)CN(S(=O)(=O)N2CCC(C(=O)NCc3ccco3)CC2)C1 (stereo not given),-3.4,2.0,-0.2,-3.0,3.0,1.1,-4.9,0.3,-6.0,-3.8
NS(=O)(=O)c1ccc(CCN2C(=O)CCC2=O)cc1,-1.5,-5.6,1.3,-2.2,-1.9,-0.5,1.3,-2.3,-0.3,3.2
CCOc1ccc(NC(=O)C2CCCN2S(=O)(=O)c2ccc3c(c2)C(C)(C)C(=O)N3C)cc1 (stereo not given),8.6,1.1,-9.1,-0.8,1.2,-0.9,-2.4,0.6,-2.0,1.1
Cc1ccccc1-n1c(SCC(=O)N2CCOCC2)nc(O)cc1=O,2.5,6.4,0.7,-3.8,0.1,6.0,2.0,-0.2,-5.5,2.6
O=C(COC(=O)/C=C/c1ccc(Cl)cc1)NCCc1ccccc1,9.6,-1.1,-0.2,11.3,1.8,0.6,-7.8,-1.8,-7.0,0.6

# Sorted by value in PG9 binder (highest first): 3 from the list above.
SMILES,SIAE inh,PRMT1 FP inh,TCR CD3 inh,TDP2 inh,mABHD4 FP,UHRF1 binding,Tn7 DDE FP,PG9 binder,HTRA1 inh,LEDGF integ inh
CC(C)CN(C(=O)COC(=O)c1ccc2c(c1)OCO2)c1c(N)n(Cc2ccccc2)c(=O)[nH]c1=O,2.3,-1.3,-6.5,12.3,-1.3,-4.1,-4.8,1.6,5.1,0.2
O=C(Nc1ccccc1)N1CCN(C2c3ccccc3-c3ccccc32)CC1,3.8,3.1,-9.4,6.5,-0.6,-0.6,1.3,0.8,-8.8,-3.3
CC1CC(C)CN(S(=O)(=O)N2CCC(C(=O)NCc3ccco3)CC2)C1 (stereo not given),-3.4,2.0,-0.2,-3.0,3.0,1.1,-4.9,0.3,-6.0,-3.8

# More entries
SMILES,SIAE inh,PRMT1 FP inh,TCR CD3 inh,TDP2 inh,mABHD4 FP,UHRF1 binding,Tn7 DDE FP,PG9 binder,HTRA1 inh,LEDGF integ inh
N#Cc1ccc(-c2nc3ccc(Br)cc3c(=O)n2O)cc1,0.7,-0.4,-8.4,-6.4,-7.9,3.4,3.5,-1.7,1.1,5.5
Cc1ccc(C2(c3noc(CN(C)CC4CCCCO4)n3)CCCC2)cc1 (stereo not given),4.5,-4.0,-0.4,-5.5,-1.8,-0.9,-6.0,-1.8,-7.0,3.3
CCOc1ccc(/C=N/NC(=O)c2cc(-c3ccco3)nc3ccccc23)cc1,1.1,2.2,14.3,4.5,-11.8,-5.5,1.2,-2.9,-19.9,1.2
O=C(NC1CC1)C1CCCN(C(=O)Nc2ccc(F)cc2)C1 (stereo not given),-0.8,0.7,1.5,3.1,6.6,-0.5,0.0,6.0,5.1,-1.1
COC(=O)c1cc2sccc2n1CC(=O)Nc1cc(OC)cc(OC)c1,-2.6,-0.1,-3.3,-7.3,-5.6,1.3,-2.4,-1.4,-8.3,-0.4
O=C(OCCOc1ccccc1)c1cccc(S(=O)(=O)N2CCOCC2)c1,-3.5,-1.0,8.5,-1.5,9.2,2.4,-2.4,-1.6,-3.7,2.4
CCOC(=O)c1cc(-c2ccccc2)sc1NC(=O)C(C)Sc1nnc(C)s1 (stereo not given),-6.8,-2.0,1.9,4.6,-20.3,1.8,-1.2,-0.9,-78.4,1.0
CN(C)c1ccc(-c2cc(NC=O)c3ncc(-c4ccc(F)c(Cl)c4)n3c2)cc1,-10.1,1.6,-3.0,8.5,-14.2,-3.6,-5.0,1.2,x,-11.3
